Assay outcomes deposited in PubChem by Sanford-Burnham Center for Chemical Genomics.
A3G deaminase: blocks human APOBEC3G single-stranded DNA deamination; 330,000 compounds, 0.28% hits; inhibition, % at 20 µM; recombinant A3G, ssDNA deamination FAM/TAMRA fluorescence; Q9HC16;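 active = inhibition of at least 40% at 20 µM, with no more than 30% in the related APOBEC3A deaminase screen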;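 also: plate controls were DMSO wells with A3G for no effect and wells lacking A3G enzyme for full effect; some compounds called inactive have numbers as strong as hits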
Target sequence (Q9HC16 whole entry, looked up): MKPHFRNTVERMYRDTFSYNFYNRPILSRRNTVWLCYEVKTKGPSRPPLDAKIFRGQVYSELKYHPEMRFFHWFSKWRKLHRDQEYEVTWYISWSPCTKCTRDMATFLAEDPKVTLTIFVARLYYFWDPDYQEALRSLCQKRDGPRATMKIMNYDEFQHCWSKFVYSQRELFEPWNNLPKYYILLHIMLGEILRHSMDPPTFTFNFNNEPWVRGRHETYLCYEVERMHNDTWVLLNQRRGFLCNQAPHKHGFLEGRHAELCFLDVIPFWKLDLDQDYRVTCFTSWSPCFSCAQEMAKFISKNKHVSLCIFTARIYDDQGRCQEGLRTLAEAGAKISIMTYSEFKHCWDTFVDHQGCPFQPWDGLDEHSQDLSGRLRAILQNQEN
NR3A LBD binder: modulates the human NR3A ligand-binding domain. NR3A LBD differential scanning fluorimetry, Tm shift; 0% = protein alone, 100% = glycine-bound protein. Tm shift relative to glycine control, % at 25 µM. 340,000 compounds, 2.5% hits;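 active = melting temperature shift of at least 10% of the positive control shift, at one fixed dose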
beta cell repl: inducers of beta-cell replication in MIN6 cells; MIN6 cells proliferation, ATPlite luminescence, 48 h; cells starved in 0.2% serum; 100% = growth in 10% serum; proliferation, % at 10 µM; 330,000 compounds, 0.29% hits; AID 2380;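 active = compounds whose signal lies at least 3.5 SD above the mean of all wells on their plate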;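 also: 0% = DMSO-treated cells in low-serum medium and 100% = 10% serum control; some compounds called inactive have numbers as strong as hits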
hIAP inh: blocks human intestinal alkaline phosphatase; inhibition, % at 10 µM; P09923; AID 2544; 330,000 compounds, 0.12% hits; purified IAP, CDP-Star luminescence, 30 min;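 active = inhibition reaching a set limit with compound at 10 µM in the primary screen, cut at about 35% in these data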;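 also: plate controls were DMSO wells with enzyme for no effect and no-enzyme buffer wells for full effect; values of inactives mirror those of a sister screen read the other way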
MPTP inh: blocks calcium-induced mitochondrial swelling | isolated mouse mitochondria, Ca2+ swelling absorbance, 30 min | inhibition, % at 10 µM | 360,000 compounds, 1.4% hits;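 active = inhibition of 50% or more, scaled per plate between neutral and stimulator controls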;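 also: 0% = DMSO wells given calcium and 100% = 1 mM EGTA wells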
APOBEC3A inh: inhibitors of human APOBEC3A DNA deaminase. P31941. 330,000 compounds, 0.41% hits. inhibition, % at 20 µM. recombinant A3A, FAM/TAMRA ssDNA deamination fluorescence;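 active = at least 40% inhibition at 20 µM here, with at most 30% in a related deaminase screen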;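 also: plate controls were A3A with DMSO for no effect and wells lacking A3A enzyme for full effect; some results filed as inactive read as strong as hits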
Target sequence (P31941 whole entry, looked up): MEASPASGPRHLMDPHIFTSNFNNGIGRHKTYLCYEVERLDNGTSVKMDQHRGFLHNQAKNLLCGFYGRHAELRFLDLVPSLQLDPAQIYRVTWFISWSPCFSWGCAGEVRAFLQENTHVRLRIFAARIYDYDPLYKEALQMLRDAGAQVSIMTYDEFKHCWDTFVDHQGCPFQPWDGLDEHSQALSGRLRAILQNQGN
mIAP inh: blocks mouse intestinal alkaline phosphatase; purified mouse IAP, CDP-Star luminescence, 30 min; inhibition, % at 10 µM; 330,000 compounds, 0.2% hits;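 active = inhibition of at least 40% at 10 µM in the primary screen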;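 also: plate controls were DMSO with enzyme for no effect and no enzyme wells for full effect; values of inactives mirror those of a sister screen read the other way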
hIAP activ: human IAP activation; P09923; 330,000 compounds, 0.16% hits; purified human IAP, CDP-Star luminescence, 30 min; hits give high values; 1 = vehicle-only enzyme, 0 = enzyme-free background; activation factor at 10 µM;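 active = activation factor of the enzyme at least 2-fold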; also: the source names both 10 and 20 µM as test concentration; values of inactives mirror those of a sister screen read the other way
mIAP activ: increases mouse intestinal alkaline phosphatase activity. muIAP, CDP-Star luminescence, 30 min; hits give high values; 1 = vehicle-only enzyme signal, 0 = enzyme-free wells. activation factor at 10 µM. 330,000 compounds, 0.24% hits. AID 2805;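 active = activation factor of at least 2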; also: the source names both 10 and 20 µM as test concentration; values of inactives mirror those of a sister screen read the other way
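System: mouse IAP enzyme. Reagent: CDP-Star chemiluminescent phosphatase substrate. Benchmarks: DMSO wells, no-enzyme wells. Times: 30 min enzyme-substrate-compound incubation at room temperature. Detection: luminescence from enzymatic CDP-Star hydrolysis. Doses: test compounds delivered from DMSO solution.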
Numbers without * were called inactive.

SMILES	A3G deaminase	NR3A LBD binder	beta cell repl	hIAP inh	MPTP inh	APOBEC3A inh	mIAP inh	hIAP activ	mIAP activ
CC1(C(=O)NC2CCCC2)CCC(=O)N1CCC1=CCCCC1 (centres undefined)	-5	0	0	3	-2.9	-4	-13	0.97	1.1
O=C(COC(=O)c1ccccc1Nc1ccccc1)Nc1ccccc1	-5	0	-3	7	3.9	18	-7	0.93	1.1
CC(=O)N(Cc1cc2cc(C)ccc2[nH]c1=O)c1cccc(C)c1C	-6	-1	-1	2	-0.1	-5	0	0.98	1
CN=C(Nc1ccc(C(=O)OC)cc1)SC1CC(=O)N(c2ccccc2F)C1=O (centres undefined)	-6	5	-1	5	0.4	-2	8	0.95	0.92
OC(COc1ccccc1)CN1CCOCC1 (centres undefined)	-9	0	2	10	-0.3	-1	-12	0.91	1.1
CN(CC(=O)Nc1ccc(Cl)c(C(F)(F)F)c1)C(=O)CCCc1nc2ccccc2c(=O)[nH]1	-3	0	-2	2	0.1	1	3	0.98	0.97
Cc1csc(NC(=O)CSc2ccc3nnc(CCNS(=O)(=O)c4ccccc4)n3n2)n1	-10	-2	0	13	-0.8	-5	-11	0.87	1.1
Cc1ccc(C)c(NC(=O)CCN2C(=O)C3CC=CCC3C2=O)c1 (centres undefined)	-5	-3	3	16	-2.5	-1	0	0.84	1
CCOc1ccc2c(c1)C(C)=CC(C)(C)N2C(=O)Nc1ccccc1F	-5	3	-4	5	0.5	3	-5	0.95	1.1
Cc1[nH]c(=O)c(C(=O)c2ccccc2O)cc1C(=O)O	0	0	-1	-2	-0.5	1	8	1	0.92
Cc1cccc(-n2c(Cc3ccccc3)n[nH]c2=S)c1	31	0	0	8	-1.3	4	-1	0.92	1
O=C(Nc1ccc(N2CCOCC2)cc1)c1cccnc1	-7	1	-3	12	-1.2	-1	5	0.88	0.95
COc1ccc(S(=O)(=O)N2CCC(C(=O)c3ccc4c(c3)OCCO4)CC2)cc1	-3	1	-3	13	-2.5	-2	4	0.87	0.96
O=C(N/N=C/c1ccccc1F)c1cccc(NC(=O)c2ccccc2Cl)c1	-6	-15	0	5	1.5	0	6	0.95	0.94
O=C(NCc1cccnc1)Nc1ccc(F)cc1F	2	-1	-2	12	-0.4	6	-3	0.88	1

Quoted at random: 2 records from the list
SMILES	A3G deaminase	NR3A LBD binder	beta cell repl	hIAP inh	MPTP inh	APOBEC3A inh	mIAP inh	hIAP activ	mIAP activ
CN=C(Nc1ccc(C(=O)OC)cc1)SC1CC(=O)N(c2ccccc2F)C1=O (centres undefined)	-6	5	-1	5	0.4	-2	8	0.95	0.92
O=C(NCc1cccnc1)Nc1ccc(F)cc1F	2	-1	-2	12	-0.4	6	-3	0.88	1

Further structures follow.
SMILES	A3G deaminase	NR3A LBD binder	beta cell repl	hIAP inh	MPTP inh	APOBEC3A inh	mIAP inh	hIAP activ	mIAP activ
CC(C)c1ccc(OCc2ccc(C(=O)N3CCCC3)o2)cc1	3	-1	0	0	84*	5	-1	1	1
Cc1cc(C(=O)NNC(=O)NC(C)C)no1	-1	4	-2	16	0.0	0	5	0.84	0.95
CN(C)C(=O)CSc1nc(-c2ccccc2)nc2c1CCCC2	-4	-1	4	-14	-2.7	-2	1	1.1	0.99
COc1ccc(CNC(=O)COC(=O)c2cnccn2)cc1	-6	2	-3	-8	0.8	-3	8	1.1	0.92
O=C(/C=C/c1ccccc1)NC(=S)NNC(=O)c1ccco1	-3	-2	-4	-57	-4.6	3	18	1.6	0.82
O=C(C1=C(O)C(=O)N(CCCn2ccnc2)C1c1cccc(Br)c1)c1ccco1 (centres undefined)	-2	0	-2	-38	0.6	-7	6	1.4	0.94
O=C(OC(C(=O)NCC1CCCO1)c1ccc(F)cc1)c1cccs1 (centres undefined)	-2	1	1	-3	-1.1	0	3	1	0.97
Cc1ccc(CN2CCN(CC(=O)N/N=C/c3ccc(C)o3)CC2)cc1	-5	0	2	7	1.3	-2	2	0.93	0.98
Cc1ccc(Cn2c(C3CCCN3c3nc(-c4ccc(F)cc4)cs3)nc3cc(C(F)(F)F)ccc32)cc1 (centres undefined)	-10	-4	-7	-3	1.6	-2	4	1	0.96
O=C(O)c1ccc(N/N=C/c2ccc3ncccc3c2)cc1	-3	3	0	-7	-0.5	7	-2	1.1	1
CCN(CC)c1cccc(OCC(=O)N(C)CCC#N)c1	-8	0	-1	14	1.3	-5	3	0.86	0.97
CC(=O)Nc1ccc(S(=O)(=O)NCc2ccccn2)cc1	-1	6	0	-32	1.0	0	-12	1.3	1.1
Cc1ccc(NC(=O)C2CCN(C(=O)NC3CCCCC3)CC2)cc1Cl	-6	-4	-1	4	2.1	-4	-22	0.96	1.2
O=C(NC(=S)N(CCc1ccccc1)CCc1ccccc1)c1ccco1	-5	-10	0	4	4.3	-2	18	0.96	0.82
O=C(COC(=O)Cc1ccc(Cl)cc1)NC1CCCC1	-3	0	5	0	2.1	2	6	1	0.94
O=C1CSC(c2ccc3c(c2)OCO3)N1c1ccc(Oc2ccccc2)cc1 (centres undefined)	-1	0	-5	-4	4.9	0	-11	1	1.1
C=CCN(c1ccccc1Cl)S(=O)(=O)c1cc(C(=O)N2CCCC2)ccc1Cl	-4	-1	-2	9	2.7	0	4	0.91	0.96
O=C(COC(=O)c1ccc(O)cc1)Nc1cc(C(F)(F)F)ccc1Cl	-5	3	0	-12	-1.7	0	-8	1.1	1.1
COc1ccc(/C=C(\NC(=O)c2ccco2)C(=O)NCc2ccco2)cc1	-4	1	0	-4	0.9	-1	8	1	0.92
CN1CCN(S(=O)(=O)c2ccc(Nc3ccc(F)cc3)c([N+](=O)[O-])c2)CC1	-7	0	3	1	-1.0	-4	6	0.99	0.94
CCOC(=O)N/N=C/c1ccc(F)cc1	-3	0	-1	-5	1.4	1	-1	1.1	1
CC(=O)c1cccc(CN(C)CC2CCCN(CCc3ccccc3C)C2)c1 (centres undefined)	-3	-2	-2	-6	0.9	2	6	1.1	0.94
O=C(CN1C(=O)c2cccc([N+](=O)[O-])c2C1=O)N1CCN(c2ccc(F)cc2)CC1	-10	2	1	5	0.9	-2	-1	0.95	1
COc1cccc(NC(=O)CN(C)C(=O)CSc2nc3ccccc3s2)c1	17	-2	-4	-24	0.5	9	-9	1.2	1.1
Cn1cc(CN2CCc3ccccc3C2)c2ccccc21	-7	-1	-1	1	0.7	-2	6	0.99	0.94
O=C(c1ccc(NC2=NC3CS(=O)(=O)CC3S2)cc1)N1CCN(C(=O)c2ccco2)CC1 (centres undefined)	-2	1	0	4	0.0	0	-1	0.96	1
CCOC(=O)N1CCC(NC(=O)CSCc2nc(-c3ccc(OC)c(OC)c3)oc2C)CC1	-3	-1	-2	-1	-0.1	0	5	1	0.95
O=C(Cn1nc(C(F)(F)F)cc1C1CC1)Nc1ccccc1F	-7	0	0	1	0.0	-2	-7	0.99	1.1
O=C(Nc1ccc(F)cc1F)NC1CC(=O)N(Cc2ccccc2)C1 (centres undefined)	-2	0	-2	-13	27	3	-6	1.1	1.1
CCCCC(=O)N1CCN(c2ccc(OC)cc2[N+](=O)[O-])CC1	-4	-5	0	-11	0.1	0	-7	1.1	1.1
O=C(CSc1nc2ccc(Cl)cc2[nH]1)N1CCN(C(=O)c2ccco2)CC1	-7	-2	-3	-18	-0.4	5	0	1.2	1
O=C(COc1ccccc1F)NNC(=O)c1cc(Br)ccc1Cl	-2	1	1	-50	-1.8	1	7	1.5	0.93
CC(=O)c1ccc(NS(=O)(=O)c2ccc(C(C)(C)C)cc2)cc1	-9	-33	-1	11	0.8	2	6	0.89	0.94
C=CCNC(=S)NCCO	-3	-4	-1	12	-1.1	-2	-3	0.88	1
CCCC(=O)Nc1cccc(Oc2nc(C)cc(C)c2C#N)c1	-1	-2	-2	-9	0.2	-2	7	1.1	0.93
C/C(=N\N1CCN(Cc2ccccc2Cl)CC1)c1ccc(F)cc1	-11	-3	-1	-9	2.3	-3	12	1.1	0.88
COc1ccc(-n2c(=O)c3ccccc3c3ccccc3c2=O)cc1	-8	9	0	-2	-0.4	1	-5	1	1
CCOC(=O)[C@H]1[C@H]2COc3ccc(Cl)cc3[C@@H]2N2C(=O)CN(C)C(=O)[C@@]12C	-6	-1	-4	9	-1.5	-3	6	0.91	0.94
COc1ccc2c([N+](=O)[O-])c(Cl)[nH]c2c1	-17	-1	2	5	-0.7	-3	8	0.95	0.92
O=C(Nc1ccccc1)c1c2c(nc3ccccc13)CCCC2	-6	0	-2	1	0.0	30	1	0.99	0.99
CC#CCN1C(=O)N[C@@H](c2ccccc2)C(C(=O)OC)=C1C	-3	-1	1	-1	-0.5	0	-7	1	1.1
COc1ccc(C2c3c(oc4ccccc4c3=O)C(=O)N2c2ccccn2)cc1 (centres undefined)	-6	0	-3	10	-0.4	-1	5	0.9	0.95
CSc1nnc(-c2ccccc2)c(-c2ccccc2)n1	-7	-1	3	-19	0.6	-6	-5	1.2	1
COc1ccc(-c2cc(=O)[nH]c(=O)[nH]2)cc1	-4	-1	-2	8	-1.4	1	12	0.92	0.88
CCOC(=O)Cc1c(Cl)c2ccccc2[nH]c1=O	-6	-2	2	4	0.3	-3	-3	0.96	1
CC(OC(=O)C12CC3CC(CC(O)(C3)C1)C2)C(N)=O (centres undefined)	-4	-3	-2	-2	-0.9	-1	-4	1	1
COc1ccc([C@H]2CC(=O)C=C(c3cccc(Br)c3)C2)cc1	-9	-3	-6	-2	-0.9	2	15	1	0.85
COc1ccc(CNC(=O)CN2C(=O)CSc3ccc(S(=O)(=O)N4CCCCC4)cc32)cc1	-7	-1	0	-2	-1.4	-1	14	1	0.85
COP(=O)(CN(Cc1ccccc1)C(=S)Nc1c(C)cccc1C)OC	-3	2	0	8	0.0	1	1	0.92	0.99
O=C(CCCN1C(=O)c2cccc3cccc(c23)C1=O)Nc1ccon1	-4	-2	-2	2	-1.2	-2	2	0.98	0.98
O=C1CCNc2ccc(-c3ccccc3)cc21	-11	-4	0	-2	1.4	-6	0	1	1
CCOc1ccc(N(C(=O)c2snc(C(N)=O)c2N)C(C(=O)NCC2CCCO2)c2c[nH]c3ccccc23)cc1 (centres undefined)	-7	-4	0	13	-2.0	-2	10	0.87	0.9
CCCc1cc(C(=O)N2CCN(c3ccc(C(F)(F)F)cn3)CC2)sc1C	-8	-2	-6	-2	3.9	-2	4	1	0.96
COc1ccc([C@@H]2Sc3cc(OC)ccc3N(CCN(C(C)C)C(C)C)C(=O)[C@H]2OC(C)=O)cc1	-8	1	-5	-9	-1.1	-3	0	1.1	1
O=c1[nH]cccc1-c1nc2ccccc2n1Cc1cccc(F)c1	-2	-1	3	3	0.0	2	4	0.97	0.96
COC(=O)c1ccc(CN2CCN(Cc3ccccc3)C(CCO)C2)cc1 (centres undefined)	-2	-1	-2	9	-1.9	-1	0	0.91	1
COC(=O)C1C(O)C(C)C(O)C(C)(O)/C=C\C=C(/C)C(=O)Nc2c(C)c(OC(C)=O)c3c(c2O)C(=O)C(C)=C2OCOC(=C23)/C(C)=C/C(C)(O)C(O)C(C)C1O (centres undefined)	0	1	0	4	0.7	-1	1	0.96	0.99
